Compound activity from PubChem BioAssay.
GAA glycogen mod – qHTS Assay for Inhibitors and Activators of Human alpha-Glucosidase Cleavage of Glycogen; recombinant GAA, glycogen substrate, Amplex Red glucose oxidase fluorescence; 300,000 compounds, 0.38% hits; Potency, µM (top dose mostly 76.4 µM), for inactives: top-dose activity change, negative = inhibition, hits mostly inhibitors; Lysosomal alpha-glucosidase (Homo sapiens), P10253; AID 2100, 2009; active = well fitted inhibition curve with a large enough effect;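 also: 0% = full enzyme reaction and -100% = no-enzyme basal signal; the screen sought inhibitors and activators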
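qHTS, 1536-well; enzyme 4 nM final; cpd up to 77 uM; substrate bovine liver glycogen 30 ug; 50 mM citrate/phosphate pH 5.0, 0.01% Tween-20; 37 C, 40 min; Amplex Red detection 45 min RT; Hill fit → AC50.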
* hit, by the source's call; [ ] = remark or other dose. Potency is read from the fitted curve at half-maximal effect. The list is partial. The share of hits here may be higher or lower than overall.

SMILES	GAA glycogen mod
COc1ccc(OC)c(C(=O)NC(CC(N)=O)c2ccc(NC(C)C)c([N+](=O)[O-])c2)c1 (centres undefined)	18%[76.3 µM]
COc1nccnc1NS(=O)(=O)c1ccc(NCc2cc(Br)ccc2O)cc1	-20%
CC(C)Oc1ccc(CN2CCC(n3nccc3NC(=O)c3cccnc3)CC2)cc1	-3%[76.3 µM]
O=C(CN1CCOCC1)Nc1nc(-c2ccccc2)cs1	-2%
COc1ccc(CNC(=O)[C@H](C)NC(=O)N2CCn3c2nc2ccccc23)cc1	0%[76.3 µM]
O=C(COC(=O)c1ccccc1[N+](=O)[O-])NNC(=O)c1cccs1	-1%[76.3 µM]
O=C(c1cccc(Cl)c1)C1CCCN(C(=O)c2ccc3c(c2)OCO3)C1 (centres undefined)	3%[76.3 µM]
O=C(NC1CCCC1)C(c1ccncc1)N(Cc1ccccc1F)C(=O)c1csnn1 (centres undefined)	-13%
O=c1[nH]c2ccc(NS(=O)(=O)c3ccc(F)c(Cl)c3)cc2[nH]1	-17%
COC(=O)c1cccc(N2C(=O)C3C4C=CC(CC4)C3C2=O)c1 (centres undefined)	3%
CCOc1ccc(C(=O)n2cc(C(=O)OC)c3ccccc32)cc1OCC	-2%[76.3 µM]
Cc1cccc(OCC(O)CN2CCN(c3ccccn3)CC2)c1C (centres undefined)	-2%[76.3 µM]
O=C(O)CN1C(=O)CSC1=S	3%
O=C(CNC(=O)CNC(=O)c1ccc(Cl)cc1Cl)NCc1cccc(Cl)c1	1%[76.3 µM]
C=CCNC(=O)N1CCC(c2nc3ccccc3s2)CC1	7%
C#CC(CC)(CC)NC(=O)c1nn(-c2ccccc2Cl)c(C)cc1=O	11%[76.3 µM]
COc1ccc(/C=N/NC(=O)c2ccncc2)c(OC)c1	-2%
COc1ccc(NC(=S)N2CCN(C(=O)C3CCCO3)CC2)cc1 (centres undefined)	-11%[76.3 µM]
Cc1ccc(NC(=O)COC(=O)C2C3CC4OC(=O)C2C4C3)cc1 (centres undefined)	-9%
Cc1cccnc1NC(=O)CSc1nnc(CNC(=O)c2cccc([N+](=O)[O-])c2)n1C	-5%[76.3 µM]
Cc1ccc(N=C2C(=O)Nc3ccc(C)c(Br)c32)cc1	-5%
O=C(CN1CCN(c2ccccc2)CC1)N1CCc2ccccc21	2%
Cc1ccc(S(=O)(=O)NC(C)c2ccccc2)cc1[N+](=O)[O-] (centres undefined)	-10%[76.3 µM]
CCOc1cccc2cc(C(=O)Oc3ccc(OC)cc3)c(=O)oc12	-6%[76.3 µM]
CCOc1ccc(-n2cnc3sc(C)c(C)c3c2=O)cc1	-8%[76.3 µM]
SMILES	GAA glycogen mod
O=C(C1CCC1)N1CCc2cc(S(=O)(=O)NCCCN3CCCCC3)ccc21	-11%[76.3 µM]
CCOC(=O)N1CCN(Cc2nc3cc(NC(=O)CC)ccc3n2C)CC1	9%
COc1ccc(/C=N/NC(=O)CN(C)C(=O)OCc2ccccc2)cc1OC	-14%
O=S(=O)(CCN1CCOCC1)c1ccccc1	2%
CC(=O)Oc1ccc(-c2cccc(C(=O)N3CCCCC3)c2)cc1	-1%[76.3 µM]
O=C(Cn1ccc2cc(S(=O)(=O)N3CCCC3)ccc21)NCc1ccccc1	2%[76.3 µM]
O=C(NCc1cccc(F)c1)c1cccc(OC2CCN(C(=O)C3CC3)CC2)c1	-2%[76.3 µM]
CC(=O)c1ccccc1NS(=O)(=O)c1cccc2nonc12	-1%[76.3 µM]
Cc1ccc(S(=O)(=O)N2CCCCC2)cc1C(=O)NCCc1ccccc1	-14%[76.3 µM]
CC(C(=O)O)n1nc(-c2ccccc2)c2ccccc21 (centres undefined)	0%
O=C(CSc1oc(-c2ccccc2)nc1S(=O)(=O)c1ccccc1)NCC1CCCO1 (centres undefined)	-7%[76.3 µM]
COc1cccc(Sc2nc(-c3ccccc3)ncc2S(C)(=O)=O)c1	1%
Cc1cc(NC(=O)c2ccc(Cl)cc2)n(-c2ccccc2)n1	8%
Cc1ccc(Cn2ncc3c(NCCN(C)C)ncnc32)cc1	-1%
COc1ccc(-c2nc(C#N)c(N3CCC(C)CC3)o2)cc1	4%
Cc1ccc(C)c(N(C(=O)CNC(=O)c2ccco2)C(C(=O)NCC2CCCO2)c2ccccc2)c1 (centres undefined)	5%
Nc1nc(N)c2[nH]c(-c3ccccc3)nc2n1	-8%[76.3 µM]
C/C(=N\NC(=O)Cc1c(Cl)cccc1Cl)c1cccnc1	2%[76.3 µM]
Cc1ccc(C(=O)NCCc2nnc3ccc(NCc4ccc5c(c4)OCO5)nn23)cc1	0%[76.3 µM]
COc1ccc([C@]23Cc4cc(OC)c(OC)cc4C(O2)C2=C(CC(C)(C)CC2=O)O3)cc1	13%[15.3 µM]
CSc1ncc(Cl)c(C(=O)Nc2ccccc2[N+](=O)[O-])n1	-4%[76.3 µM]
COc1ccc(C(=O)NC2CCCCCC2)cc1OC1CCN(C(C)=O)CC1	0%[76.3 µM]
Cc1ccc2c(c1)/C(=C/c1ccccc1)C(=O)N2	-10%
O=C(c1ccccc1NS(=O)(=O)c1ccc(F)cc1)N1CCCCC1	1%[76.3 µM]
COc1ccc(NC(=O)CSc2ccc(-c3sc(C)nc3C)nn2)cc1	3%[76.3 µM]
SMILES	GAA glycogen mod
O=C(CCCN1C(=O)S/C(=C/c2ccccc2)C1=S)Nc1ccc(C(=O)O)cc1	-8%[76.3 µM]
NC(=O)c1cc(-c2csc(-c3cccnc3)n2)ccc1O	-5%[76.3 µM]
CCCn1cccc(C(=O)Nc2ccc(OC)cc2)c1=O	3%
Cc1ccc(Cl)cc1N(C)C(=O)Cn1ncc2c([nH]c3ccccc32)c1=O	-10%[76.3 µM]
O=C(Nc1ccc(S(=O)(=O)Nc2ccccc2)cc1)C1CC1	-3%[76.3 µM]
Cc1ccc(C(=O)N2N=C(c3cccc(NS(C)(=O)=O)c3)CC2c2cccs2)cc1 (centres undefined)	6%
CSCC[C@H](NC(=O)[C@H](Cc1ccccc1)n1c(=O)[nH]c2ccccc2c1=O)C(=O)NCC1CCC(C(=O)O)CC1 (some centres undefined)	-5%[76.3 µM]
O=C(CCN1CCN(c2ccccc2F)CC1)Nc1cccc(F)c1	23%[76.3 µM]
O=S(=O)(NCc1ccccc1Cl)c1ccc(-n2cccn2)cc1	3%[76.3 µM]
COc1ccc(-c2cc(=O)oc3cc(OC(C)C(=O)NCCCn4ccnc4)ccc23)cc1 (centres undefined)	16%[76.3 µM]
O=C(CN1CCC(NC(=O)Nc2ccccc2)CC1)Nc1ccccc1F	11%[76.3 µM]
CCCCNC(=O)CSc1nc(Cc2ccccc2)nc2ccccc12	-10%[76.3 µM]
COc1ccccc1NC(=O)CSc1nnc(C)s1	10%[76.3 µM]
CSc1nnc(N2C(=O)C(O)=C(C(=O)c3ccc(C)o3)C2c2ccc(C)cc2)s1 (centres undefined)	0%[76.3 µM]
CC12CC(O)C3c4ccc(O)cc4CCC3C1CC/C2=N\O (centres undefined)	0%
CCOc1ccc(Nc2ncnc3c2nnn3Cc2ccccc2)cc1	-1%[76.3 µM]
CC(C)N(Cc1ccccc1)C(=O)C1CCCN(c2ncnc3c2nc2n3CCCCC2)C1 (centres undefined)	-5%[76.3 µM]
COCCNc1nc(SC)nc2sc3c(c12)CCN(C)C3	-2%
CCN1CCN(S(=O)(=O)c2c[nH]c(C(=O)OC)c2)CC1	-5%[76.3 µM]
O=C(OCc1ccc(COC(=O)c2ccc(O)cc2)cc1)c1ccc(O)cc1	-6%
COCC(=O)N1CCCC(C(=O)c2ccc(C(F)(F)F)cc2)C1 (centres undefined)	5%[76.3 µM]
CCCc1nc(-c2ccccc2)c(-c2ccc(OC)c(OC)c2)c(=O)[nH]1	2%[76.3 µM]
CS(=O)(=O)c1ccc(N2CCN(c3ccccn3)CC2)c([N+](=O)[O-])c1	16%[76.3 µM]
Cc1c(Cl)cccc1NC(=O)NCc1ccc(C)n1C	2%
Cc1ccc(/C=C2\SC(N3CCCCC3)=NC2=O)cc1	-9%[76.3 µM]
SMILES	GAA glycogen mod
Cc1cc(C)c(C#N)c(Nc2ccccc2F)n1	-1%[76.3 µM]
Cc1ccc(NC(=O)CN(C)C(=O)Nc2ccc(C)cc2)cc1	-5%[76.3 µM]
CC(C)CC(=O)Nc1c2c(nn1-c1ccc(F)cc1)CS(=O)C2 (centres undefined)	-4%[76.3 µM]
COC(=O)c1c(NC(=O)c2ccccc2F)sc2c1C(C(=O)OC)CC2 (centres undefined)	6%[76.3 µM]
CN(/N=C/c1ccc(-c2ccc([N+](=O)[O-])cc2)o1)c1ccccc1	0%[76.3 µM]
COc1cc(NC(=O)C2CCC(=O)N2S(=O)(=O)c2ccc(C)cc2)cc(OC)c1 (centres undefined)	-5%
CN(C)C(=O)c1ccc(NS(=O)(=O)c2ccc3c(c2)OCCO3)cc1	-1%[76.3 µM]
O=[N+]([O-])c1cc(Cl)ccc1Nc1ccccc1	-6%[76.3 µM]
COc1ccc(NC(=O)C2Cc3ccccc3O/C2=N\O)cc1 (centres undefined)	-1%
CC(=O)Nc1ccc(S(=O)(=O)Nc2ccccc2N2CCOCC2)cc1Cl	0%[76.3 µM]
CC(C)(C)c1ccc(C(=O)NCCc2ccccc2)cc1	6%
COc1ccc(S(=O)(=O)NCc2ccco2)cc1C(=O)N1CCCCC1	4%
CN(C(=O)c1ccccc1-c1ccccc1C(=O)O)c1ccccc1	-14%[0.611 µM]
O=C(CSc1nnc(CNC(=O)c2cccs2)o1)Nc1ccc(Br)cc1	-15%[76.3 µM]
CCc1cc(C(=O)Nc2ncccc2O)sc1C	0%[76.3 µM]
COc1ccc(S(=O)(=O)N2CCOC2CNC(=O)C(=O)NCc2ccc(F)cc2)cc1OC (centres undefined)	-1%[76.3 µM]
COc1ccc(N2CCN(c3ncnc4scc(-c5ccccc5)c34)CC2)cc1	2%
Cc1c(C)c2ccc(OC(C)C(=O)NCCc3c[nH]c4ccccc34)cc2oc1=O (centres undefined)	-7%[76.3 µM]
Cc1cc(S(=O)(=O)N2CCOCC2)ccc1OCC(=O)NCCN1CCOCC1	-8%
CC(=O)Oc1ccc(/C(C)=N\N2CCN(Cc3ccc(Cl)cc3)CC2)cc1	2%[76.3 µM]
CC(C)(C)NC(=O)C(c1ccc(Cl)cc1)N(Cc1ccco1)C(=O)CCl (centres undefined)	-2%[76.3 µM]
Cc1cc(S(=O)(=O)NCc2ccncc2)c(C)cc1Br	-12%[76.3 µM]
COc1ccc(C(=O)N=C2SC3CS(=O)(=O)CC3N2Cc2ccccc2)cc1OC (centres undefined)	-5%[76.3 µM]
Cc1cccc(CNC(=O)CC2C(=O)NCCN2C2CCCC2)c1 (centres undefined)	-3%[76.3 µM]
CCN(C(=O)C1CCCN(c2nc(-c3ccc(OC)cc3)no2)C1)c1ccc(OC)cc1 (centres undefined)	14%[76.3 µM]

Arranged by value in GAA glycogen mod (largest number first): 3 of the compounds above.
SMILES	GAA glycogen mod
Cc1cc(NC(=O)c2ccc(Cl)cc2)n(-c2ccccc2)n1	8%
C=CCNC(=O)N1CCC(c2nc3ccccc3s2)CC1	7%
O=c1[nH]c2ccc(NS(=O)(=O)c3ccc(F)c(Cl)c3)cc2[nH]1	-17%

Remaining list, next part:
SMILES	GAA glycogen mod
CCCc1c(C)nc(N2CCN(c3cccc(OC)c3)CC2)[nH]c1=O	16%[76.3 µM]
CCC1(CC)Cc2ccccc2-c2nc(CN(C)C)[nH]c(=O)c21	7%
CCn1c(=N)n(CC(=O)c2ccc(Cl)c(Cl)c2)c2ccccc21	-3%
Cc1cc(C)cc(NC(=O)CN2CCN(c3ccccn3)CC2)c1	12%[76.3 µM]
COc1cccc2cc(C(=O)NC3CC4CCC3C4)oc12 (centres undefined)	-3%[76.3 µM]
Cc1cccc(N2CCN(S(=O)(=O)c3ccc4c(c3)C(C)(C)C(=O)N4C)CC2)c1C	10%[76.3 µM]
COc1ccc(CN2C(=O)c3ccc(C(=O)O)cc3C2=O)cc1	-1%
COc1ccc(/C=C2\Sc3ccc(C(=O)N4CCOCC4)cc3N(C)C2=O)cc1	8%[76.3 µM]
CCOC(CCn1c(SCC(=O)NC2CCCC2)nc2ccccc2c1=O)OCC	-4%[76.3 µM]
O=C(CNC(=O)N1CC(=O)Nc2ccccc21)NCc1cccc(Cl)c1	-4%[76.3 µM]
OC(CNCCc1ccc(Cl)cc1Cl)COc1ccccc1 (centres undefined)	-6%

Already shown: entries from further up.
SMILES	GAA glycogen mod
COc1ccc(C(=O)N=C2SC3CS(=O)(=O)CC3N2Cc2ccccc2)cc1OC (centres undefined)	-5%[76.3 µM]
Cc1cccc(CNC(=O)CC2C(=O)NCCN2C2CCCC2)c1 (centres undefined)	-3%[76.3 µM]
CCN(C(=O)C1CCCN(c2nc(-c3ccc(OC)cc3)no2)C1)c1ccc(OC)cc1 (centres undefined)	14%[76.3 µM]
CCCc1c(C)nc(N2CCN(c3cccc(OC)c3)CC2)[nH]c1=O	16%[76.3 µM]
CCC1(CC)Cc2ccccc2-c2nc(CN(C)C)[nH]c(=O)c21	7%
CCn1c(=N)n(CC(=O)c2ccc(Cl)c(Cl)c2)c2ccccc21	-3%
Cc1cc(C)cc(NC(=O)CN2CCN(c3ccccn3)CC2)c1	12%[76.3 µM]
COc1cccc2cc(C(=O)NC3CC4CCC3C4)oc12 (centres undefined)	-3%[76.3 µM]
Cc1cccc(N2CCN(S(=O)(=O)c3ccc4c(c3)C(C)(C)C(=O)N4C)CC2)c1C	10%[76.3 µM]
COc1ccc(CN2C(=O)c3ccc(C(=O)O)cc3C2=O)cc1	-1%
COc1ccc(/C=C2\Sc3ccc(C(=O)N4CCOCC4)cc3N(C)C2=O)cc1	8%[76.3 µM]
CCOC(CCn1c(SCC(=O)NC2CCCC2)nc2ccccc2c1=O)OCC	-4%[76.3 µM]
O=C(CNC(=O)N1CC(=O)Nc2ccccc21)NCc1cccc(Cl)c1	-4%[76.3 µM]
OC(CNCCc1ccc(Cl)cc1Cl)COc1ccccc1 (centres undefined)	-6%
